Bioassay records as filed in PubChem.
EBI2 antag – antagonists of human EBI2 receptor; actives 0.81% (n = 360,000); EBI2 beta-arrestin recruitment, luminescence, 7a,25-OHC stimulated; inhibition, % at 5 µM; in the data active = inhibition above about 38%;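 also: enzyme fragment complementation signal reports receptor beta-arrestin coupling in cells; 0% = agonist plus DMSO wells and 100% = wells without agonist; some results beyond the cut were filed as inactive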
Target sequence (P32249 whole entry, looked up, the tested form may be a part): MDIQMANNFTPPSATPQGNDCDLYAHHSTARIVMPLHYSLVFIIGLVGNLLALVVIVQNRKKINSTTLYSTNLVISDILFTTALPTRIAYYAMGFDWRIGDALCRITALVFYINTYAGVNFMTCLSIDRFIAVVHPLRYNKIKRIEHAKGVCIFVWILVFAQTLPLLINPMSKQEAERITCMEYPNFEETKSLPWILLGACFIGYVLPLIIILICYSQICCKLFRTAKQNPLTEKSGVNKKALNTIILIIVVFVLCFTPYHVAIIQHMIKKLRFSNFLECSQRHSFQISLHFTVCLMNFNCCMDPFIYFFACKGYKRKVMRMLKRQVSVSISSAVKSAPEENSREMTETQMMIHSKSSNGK
CCR6 antagonist – blocks CCL20-driven beta-arrestin recruitment at human CCR6; inhibition, % at 20 µM; actives 0.49% (n = 340,000); AID 493098; P51684; CHO-K1 CCR6 PathHunter beta-arrestin, luminescence, CCL20-stimulated;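 active = compounds whose inhibition of the agonist-driven luminescence signal at 20 µM reaches about 50%, limit read from the data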;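 also: cells stimulated with CCL20 at 14 nM final; plate controls were DMSO with CCL20 for no effect and DMSO without agonist for full effect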
APJ antagonist – antagonists of human APJ apelin receptor; P35414; CHO-K1 APJ beta-arrestin complementation, luminescence; inhibition, % at 20 µM; actives 0.32% (n = 330,000);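 active = inhibition above about 40% at 20 µM, limit read from the data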;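 also: cells challenged with 10 nM apelin-13 agonist together with compound; plate controls were apelin-13 plus DMSO wells for no effect and DMSO wells lacking apelin-13 for full effect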
CXCR6 block – CXCR6 (human) receptor inhibition | actives 0.36% (n = 360,000) | inhibition, % at 20 µM | CHO-K1 PathHunter CXCR6 beta-arrestin, luminescence | AID 602244; in the data active = inhibition above about 34%, passing the limit was not always enough;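 also: antagonist mode with CXCL16 agonist at 10 nM final; 0% = 10 nM CXCL16 with DMSO and 100% = unstimulated wells without agonist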
Target sequence (O00574 whole entry, looked up): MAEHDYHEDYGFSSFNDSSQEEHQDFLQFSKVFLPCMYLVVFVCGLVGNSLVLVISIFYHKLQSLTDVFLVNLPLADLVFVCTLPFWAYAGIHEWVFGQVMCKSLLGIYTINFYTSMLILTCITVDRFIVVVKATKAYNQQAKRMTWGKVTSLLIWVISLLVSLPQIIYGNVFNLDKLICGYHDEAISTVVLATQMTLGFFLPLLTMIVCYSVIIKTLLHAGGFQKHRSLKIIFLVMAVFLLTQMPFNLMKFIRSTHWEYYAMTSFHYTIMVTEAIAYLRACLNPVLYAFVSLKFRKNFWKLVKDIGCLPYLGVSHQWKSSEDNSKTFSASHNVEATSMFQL
APJ agonist – APJ receptor agonism | actives 0.11% (n = 330,000) | CHO-K1 APJ PathHunter beta-arrestin, luminescence; 0% DMSO wells, 100% apelin | activation, % at 20 µM | P35414;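 active = activation more than six SD over the plate average, tested at 20 µM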;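 also: 0% = DMSO alone and 100% = apelin-13 at 10 nM; some results filed as inactive read as strong as hits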
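Test system: CHO-K1 APJ beta-arrestin complementation cell line | Compound: Single test compound dose, 20 µM final, 1% DMSO | Incubation: Compound 90 min 25 °C, reagent 1 h | Measured by: beta-gal luminescence | Read-out basis: APJ–arrestin association signal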
Gli-Sufu block – Gli-Sufu pathway antagonism; inhibition, % at 5 µM; Sufu-KO-LIGHT fibroblasts, Gli luciferase reporter luminescence; actives 0.74% (n = 340,000); AID 588413;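 active = inhibition above about 55%, limit read from the data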;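 also: 0% = DMSO-treated cells and 100% = wells with medium but no cells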
ATG4B inh – ATG4B (human) cysteine protease inhibition | AID 504462 | inhibition, % at 8.33 µM | Q9Y4P1 | actives 0.51% (n = 340,000) | ATG4B cleavage of LC3-PLA2, NBD-HPC fluorescence, 1 h; in the data active = inhibition above about 40%
UBC13 polyUb – inhibitors of human UBC13 polyubiquitin chain formation | actives 0.47% (n = 330,000) | inhibition, % at 20 µM | P61088 | TR-FRET; in the data active = inhibition above about 45%, passing the limit was not always enough
Target sequence (P61088 whole entry, looked up): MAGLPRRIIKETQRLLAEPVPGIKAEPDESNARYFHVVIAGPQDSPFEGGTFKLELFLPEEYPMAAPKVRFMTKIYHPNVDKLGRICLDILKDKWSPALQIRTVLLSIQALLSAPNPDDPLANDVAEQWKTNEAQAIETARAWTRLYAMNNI
* = called active by the depositor. Compounds were not picked by outcome; 3% or so of the library scored in one or more.

`CC(=O)NCc1ccc(-c2csc(-c3cccs3)n2)cc1` gave EBI2 antag -13, CCR6 antagonist 6, APJ antagonist 4, CXCR6 block 0, APJ agonist -1, Gli-Sufu block -57, ATG4B inh -7 and UBC13 polyUb -4.
Screening O=C(Nc1ccc(S(=O)(=O)NC2=NCCCCC2)cc1)c1cc(S(=O)(=O)N2CCOCC2)ccc1F returned EBI2 antag 5, CCR6 antagonist 8, APJ antagonist 16, CXCR6 block -5, APJ agonist -2, Gli-Sufu block -3, ATG4B inh -5 and UBC13 polyUb 2.
Screening O=C(Nc1ncc2c(n1)CC(c1cccc(Cl)c1)CC2=O)c1ccco1 (stereo unspecified) returned EBI2 antag -5, CCR6 antagonist 4, APJ antagonist 28, CXCR6 block -2, APJ agonist 2, Gli-Sufu block -1, ATG4B inh 3 and UBC13 polyUb -7.
For Clc1ccc(Cl)c(OCc2cc(-c3ccccc3Cl)on2)c1 the results were EBI2 antag 15, CCR6 antagonist 9, APJ antagonist -27, CXCR6 block 4, APJ agonist 0, Gli-Sufu block 5, ATG4B inh -1 and UBC13 polyUb 2.
Screening COc1ccccc1CNC(=O)CN(C)S(=O)(=O)c1ccc2c(c1)c(=O)n(C)c(=O)n2C returned EBI2 antag 0, CCR6 antagonist 3, APJ antagonist 21, CXCR6 block 2, APJ agonist -6, Gli-Sufu block -14, ATG4B inh -3 and UBC13 polyUb 4.
`Cc1cccc(N2CCN(C(=O)CCNS(=O)(=O)c3ccc4c(c3)oc(=O)n4C)CC2)c1C` gave EBI2 antag -11, CCR6 antagonist 15, APJ antagonist 15, CXCR6 block -8, APJ agonist 3, Gli-Sufu block 14, ATG4B inh -5 and UBC13 polyUb -2.
For Cc1ccc(NC(=S)N2CCCC(O)C2)cc1 (stereo unspecified) the results were EBI2 antag 1, CCR6 antagonist 12, APJ antagonist -10, CXCR6 block 10, APJ agonist -4, Gli-Sufu block -25, ATG4B inh 2 and UBC13 polyUb 10.
`CN(C)/C(=N\S(=O)(=O)c1ccc(F)cc1)c1ccccc1` gave EBI2 antag -14, CCR6 antagonist 6, APJ antagonist -21, CXCR6 block -5, APJ agonist -1, Gli-Sufu block -2, ATG4B inh -3 and UBC13 polyUb 3.
For COc1ccccc1OCCNS(=O)(=O)c1ccc2oc3ccccc3c2c1 the results were EBI2 antag -13, CCR6 antagonist 10, APJ antagonist -6, CXCR6 block -6, APJ agonist -2, Gli-Sufu block 10, ATG4B inh -6 and UBC13 polyUb -6.
`COc1ccc(CCNC(=O)C2CC(=O)N(CCc3ccc(C)cc3)C2)cc1OC` (stereo unspecified) gave EBI2 antag 6, CCR6 antagonist 8, APJ antagonist 19, CXCR6 block 1, APJ agonist -1, Gli-Sufu block -4, ATG4B inh -3 and UBC13 polyUb 13.
`CC(=O)Nc1ccc(OCC(O)Cn2cncn2)cc1` (stereo unspecified) gave EBI2 antag -21, CCR6 antagonist 2, APJ antagonist 6, CXCR6 block -1, APJ agonist -4, Gli-Sufu block 24, ATG4B inh 4 and UBC13 polyUb 2.
`Cc1[nH]c(C)c(S(=O)(=O)NCc2ccco2)c1C(=O)N1CCCCC1` gave EBI2 antag -1, CCR6 antagonist 1, APJ antagonist -15, CXCR6 block 11, APJ agonist -1, Gli-Sufu block -25, ATG4B inh 3 and UBC13 polyUb -4.
For O=C(NCc1ccco1)Nc1ccc(Br)cc1Cl the results were EBI2 antag 0, CCR6 antagonist -5, APJ antagonist 17, CXCR6 block -3, APJ agonist 0, Gli-Sufu block -32, ATG4B inh 8 and UBC13 polyUb 0.
For O=C(O)CCCC(=O)Nc1nncs1 the results were EBI2 antag -5, CCR6 antagonist -1, APJ antagonist 11, CXCR6 block -1, APJ agonist -1, Gli-Sufu block -7, ATG4B inh 3 and UBC13 polyUb 4.
For CCc1ccc(N=C2NC(=O)CS2)cc1 the results were EBI2 antag -5, CCR6 antagonist 1, APJ antagonist 24, CXCR6 block 2, APJ agonist -1, Gli-Sufu block 23, ATG4B inh -10 and UBC13 polyUb 1.
`NS(=O)(=O)c1ccc(NC(=O)COC(=O)c2cccc(S(=O)(=O)N3CCCC3)c2)cc1` gave EBI2 antag 3, CCR6 antagonist 5, APJ antagonist -22, CXCR6 block -2, APJ agonist -4, Gli-Sufu block 7, ATG4B inh -11 and UBC13 polyUb -10.
Cn1c(=O)c2c(ncn2CCC(=O)N/N=C/c2ccccc2)n(C)c1=O was read as EBI2 antag 1, CCR6 antagonist 4, APJ antagonist 15, CXCR6 block 12, APJ agonist -2, Gli-Sufu block -3, ATG4B inh 0 and UBC13 polyUb 0.
COc1ccc(C(=O)NC2CC(C)(C)Cc3c2cnn3-c2ccccc2C)o1 (stereo unspecified) was read as EBI2 antag 7, CCR6 antagonist 4, APJ antagonist -11, CXCR6 block 1, APJ agonist 2, Gli-Sufu block 3, ATG4B inh 4 and UBC13 polyUb -13.
`C/C(=N\NC(=O)CSc1nc2nc(C)cc(C)n2n1)c1ccccc1` gave EBI2 antag -10, CCR6 antagonist 3, APJ antagonist 10, CXCR6 block 8, APJ agonist -3, Gli-Sufu block 4, ATG4B inh -5 and UBC13 polyUb -3.
Cc1ccc(OCC(=O)NCCCNC(=O)c2ccc(C)nc2)cc1 was read as EBI2 antag -4, CCR6 antagonist 11, APJ antagonist -4, CXCR6 block -6, APJ agonist 1, Gli-Sufu block 12, ATG4B inh 6 and UBC13 polyUb -10.
Screening Cc1ccc(C(c2sc3nc(C)nn3c2O)N2CCOCC2)cc1 (stereo unspecified) returned EBI2 antag 4, CCR6 antagonist -5, APJ antagonist 12, CXCR6 block -1, APJ agonist 4, Gli-Sufu block 4, ATG4B inh -9 and UBC13 polyUb 2.
For COc1cccc(C2NC(=O)NC(C)=C2C(=O)OCC2CCCO2)c1 (stereo unspecified) the results were EBI2 antag -2, CCR6 antagonist -3, APJ antagonist 3, CXCR6 block 5, APJ agonist 4, Gli-Sufu block 7, ATG4B inh 1 and UBC13 polyUb 16.
O=C(NC1CCC(Oc2ccc(C(=O)O)cc2)CC1)NC12CC3CC(CC(C3)C1)C2 (stereo unspecified) was read as EBI2 antag 1, CCR6 antagonist 0, APJ antagonist 7, CXCR6 block -1, APJ agonist -1, Gli-Sufu block 1, ATG4B inh 2 and UBC13 polyUb -4.
Screening CCSc1nnc(NC(=O)CCCOc2ccc(C)cc2)s1 returned EBI2 antag 2, CCR6 antagonist -8, APJ antagonist 2, CXCR6 block 0, APJ agonist 0, Gli-Sufu block -6, ATG4B inh -1 and UBC13 polyUb -5.

Grouped by structure, those above containing an aryl thioether with sulfur outside any ring (2)
`C/C(=N\NC(=O)CSc1nc2nc(C)cc(C)n2n1)c1ccccc1` gave EBI2 antag -10, CCR6 antagonist 3, APJ antagonist 10, CXCR6 block 8, APJ agonist -3, Gli-Sufu block 4, ATG4B inh -5 and UBC13 polyUb -3.
Screening CCSc1nnc(NC(=O)CCCOc2ccc(C)cc2)s1 returned EBI2 antag 2, CCR6 antagonist -8, APJ antagonist 2, CXCR6 block 0, APJ agonist 0, Gli-Sufu block -6, ATG4B inh -1 and UBC13 polyUb -5.

(further entries)
O=C(CNC(=S)N(Cc1ccccc1)Cc1cccnc1)NC1CCCC1 was read as EBI2 antag -13, CCR6 antagonist 9, APJ antagonist 12, CXCR6 block 3, APJ agonist 0, Gli-Sufu block 8, ATG4B inh -7 and UBC13 polyUb 0.
For COc1ccccc1NC(=O)COC(=O)[C@@H]1CCCN1C(=O)c1cccs1 the results were EBI2 antag -8, CCR6 antagonist -10, APJ antagonist 4, CXCR6 block 5, APJ agonist -7, Gli-Sufu block 5, ATG4B inh -2 and UBC13 polyUb 10.
NCCS was read as EBI2 antag -3, CCR6 antagonist 4, APJ antagonist 3, CXCR6 block 5, APJ agonist -3, Gli-Sufu block 3, ATG4B inh 2 and UBC13 polyUb 13.
For COC(=O)Cc1c(C)c2ccc(OCC(=O)N3CCCC3)c(C)c2oc1=O the results were EBI2 antag 4, CCR6 antagonist 13, APJ antagonist -4, CXCR6 block -8, APJ agonist -2, Gli-Sufu block -24, ATG4B inh 5 and UBC13 polyUb 7.
For O=c1c(Cl)c(N2CCN(S(=O)(=O)c3ccccc3)CC2)cnn1-c1ccccc1 the results were EBI2 antag 0, CCR6 antagonist -28, APJ antagonist 12, CXCR6 block 2, APJ agonist 6, Gli-Sufu block -22, ATG4B inh -23 and UBC13 polyUb 0.
CCOC(=O)CCSc1nc(-c2ccccc2)cc(C(F)(F)F)n1 was read as EBI2 antag 0, CCR6 antagonist 9, APJ antagonist -8, CXCR6 block -2, APJ agonist 2, Gli-Sufu block 1, ATG4B inh 9 and UBC13 polyUb 30.
Screening O=C(NN=Cc1ccc2c(c1)OCO2)c1ccccc1 returned EBI2 antag 8, CCR6 antagonist 6, CXCR6 block -2, Gli-Sufu block -53 and ATG4B inh 2.
`Cc1ccc2c(c1)N(CC(=O)N1CCOCC1)C(=O)C(C)O2` (stereo unspecified) gave EBI2 antag -13, CCR6 antagonist 11, APJ antagonist 3, CXCR6 block -5, APJ agonist 0, Gli-Sufu block -15, ATG4B inh -8 and UBC13 polyUb 2.
Screening CCCCc1nc2cc(C(=O)N3CCNC(=O)C3CC(=O)OC)ccc2o1 (stereo unspecified) returned EBI2 antag 1, CCR6 antagonist -1, APJ antagonist -7, CXCR6 block 0, APJ agonist -5, Gli-Sufu block -3, ATG4B inh 1 and UBC13 polyUb 8.
`COc1ccc(C(=O)N/N=C/c2ccc(OC)c(CSc3ccccn3)c2)cc1` gave EBI2 antag 15, CCR6 antagonist 17, APJ antagonist 6, CXCR6 block 2, APJ agonist -3, Gli-Sufu block -15, ATG4B inh 17 and UBC13 polyUb -13.
Screening Cc1c(Cl)c(C(F)F)nn1CC(=O)NC1C(=O)N2C(C(=O)O)=C(CSc3nnnn3C)CSC12 (stereo unspecified) returned EBI2 antag -4, CCR6 antagonist -13, CXCR6 block -2, Gli-Sufu block -9 and ATG4B inh -4.
`COc1ccccc1C(=O)Nc1nnc(-c2ccc(F)cc2)s1` gave EBI2 antag 12, CCR6 antagonist 11, APJ antagonist -16, CXCR6 block -2, APJ agonist -2, Gli-Sufu block -61, ATG4B inh 2 and UBC13 polyUb 23.
`CCCCOc1ccc(S(=O)(=O)NNC(=O)c2cc3ccccc3o2)cc1` gave EBI2 antag 3, CCR6 antagonist 13, APJ antagonist -5, CXCR6 block 1, APJ agonist 4, Gli-Sufu block 3, ATG4B inh -6 and UBC13 polyUb -7.
CN(Cc1c(C(=O)N/N=C/c2ccc(O)cc2)nnn1-c1nonc1N)C1CCCCC1 was read as EBI2 antag 1, CCR6 antagonist 15, APJ antagonist -12, CXCR6 block 1, APJ agonist -1, Gli-Sufu block -2, ATG4B inh -7 and UBC13 polyUb -18.
Screening Cc1ccccc1/C=N/N=C1/NC(=O)CCS1 returned EBI2 antag -2, CCR6 antagonist 6, APJ antagonist 8, CXCR6 block -4, APJ agonist -1, Gli-Sufu block 19, ATG4B inh -4 and UBC13 polyUb 1.
For CCOC(=O)C1=C(COC(=O)CCOc2ccc(OCC)cc2)NC(=O)NC1C (stereo unspecified) the results were EBI2 antag -4, CCR6 antagonist 11, APJ antagonist -10, CXCR6 block -3, APJ agonist -1, Gli-Sufu block -3, ATG4B inh -2 and UBC13 polyUb 5.
`CS(=O)(=O)N1CCC(C(=O)Nc2cccc([N+](=O)[O-])c2)CC1` gave EBI2 antag -2, CCR6 antagonist 3, APJ antagonist -11, CXCR6 block 7, APJ agonist -3, Gli-Sufu block -2, ATG4B inh -7 and UBC13 polyUb 2.
`COc1ccc(C(=O)C(C)OC(=O)CNC(=O)c2ccco2)cc1` (stereo unspecified) gave EBI2 antag -13, CCR6 antagonist 15, APJ antagonist -2, CXCR6 block 5, APJ agonist 0, Gli-Sufu block -10, ATG4B inh 5 and UBC13 polyUb 8.
Screening CCSc1nnc(C)n1-c1ccc(C(=O)O)cc1 returned EBI2 antag -11, CCR6 antagonist 5, APJ antagonist -13, CXCR6 block -4, APJ agonist -1, Gli-Sufu block 95*, ATG4B inh -3 and UBC13 polyUb 5.
